Screening results as filed in PubChem.
mABHD4 FP: ABHD4 inhibitors, primary screen, biochemical, fluorescence polarization, mouse; (Lyso)-N-acylphosphatidylethanolamine lipase (Mus musculus), Q8VD66; purified mABHD4, FP-Rh probe fluorescence polarization; inhibition, % at 8.92 µM; 0.54% of 370,000 active;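 active = inhibition exceeding the mean over every tested compound plus 3 SD, cut at about 30% in these data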;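 also: 0% = plate median of compound wells and 100% = S159A mutant with DMSO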
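Assay system: Wild-type mouse ABHD4 protein | Medium: HEPES pH 7.0 buffer, 150 mM NaCl, 0.01% Pluronic F-127 | Incubation: Enzyme–compound pre-incubation 45 min, then probe 60 min, both 25 °C | Technique: Fluorescence polarization with parallel and perpendicular emission, 525/598 nm | Evaluation: % inhibition of FP-Rh probe binding versus controls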
GC-B act: human GC-B receptor activators, primary screen, HEK293 GC-B cells, cGMP TR-FRET, EC30 CNP | 0.11% of 370,000 active | Atrial natriuretic peptide receptor 2 (Homo sapiens), P20594 | activation, % at 10 µM | 0% at EC30 CNP, 100% saturating CNP;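 active = activation at 10 µM reaching about 35% in either raw or pattern-adjusted values, limit read from the data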
HTRA1 inhibitor: HTRA1 serine protease inhibitors, primary screen, biochemical, fluorescence polarization, HTS; Q92743; recombinant HTRA1, FP-rhodamine activity-based probe; inhibition, % at 5.96 µM; 0.5% of 340,000 active; in the data active = inhibition above about 36%;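 also: 0% = enzyme with DMSO and 100% = wells lacking enzyme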
Target sequence (Q92743 whole entry, looked up): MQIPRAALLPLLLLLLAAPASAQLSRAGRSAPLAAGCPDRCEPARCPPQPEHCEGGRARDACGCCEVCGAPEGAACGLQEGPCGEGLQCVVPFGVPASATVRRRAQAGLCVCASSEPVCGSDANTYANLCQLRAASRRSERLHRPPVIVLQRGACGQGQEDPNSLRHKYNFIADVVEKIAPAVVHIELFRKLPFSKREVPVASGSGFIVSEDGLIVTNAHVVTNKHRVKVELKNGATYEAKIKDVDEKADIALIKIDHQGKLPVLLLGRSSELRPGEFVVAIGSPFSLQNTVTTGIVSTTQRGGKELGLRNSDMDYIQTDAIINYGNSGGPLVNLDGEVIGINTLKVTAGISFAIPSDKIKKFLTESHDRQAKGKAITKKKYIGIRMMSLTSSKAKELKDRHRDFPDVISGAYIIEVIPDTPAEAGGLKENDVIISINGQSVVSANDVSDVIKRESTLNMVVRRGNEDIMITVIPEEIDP
rCAG RNA binder: binders of r(CAG) RNA repeats, primary screen, biochemical, fluorescence. 1.3% of 370,000 active. r(CAG) RNA repeat, TO-PRO-1 dye displacement fluorescence. inhibition, % at 3 µM;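 active = inhibition above the plate cutoff, the mean of all test compounds on that plate plus 3 SD, cut at about 35% in these data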;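 also: 0% = DMSO alone and 100% = 100 µM mitoxantrone as full dye displacement; higher means more dye released from RNA so lower well fluorescence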
LEDGF integ inh: blockers of LEDGF/p75-dependent integrase strand transfer – biochemical, TR-FRET, high throughput, primary screen | HIV-1 integrase (with human LEDGF/p75) | TR-FRET IN-LEDGF/p75 DNA integration, Eu/Cy5 | inhibition, % at 3.7 µM | 0.64% of 370,000 active;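 active = inhibition above the screen-wide mean plus 3 SD, cut at about 13% in these data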;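 also: signal is the Cy5 over europium emission ratio at 671 and 618 nm; 0% = plate median of compound wells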
TCR CD3 inh: inhibitors of human TCR-CD3 interaction, primary screen, biochemical, fluorescence, TAMRA-labeled TCR probe; inhibition, % at 9.4 µM; 0.37% of 360,000 active; in the data active = inhibition above about 19%;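 also: recombinant mutant TCR 2C K166C tagged with TAMRA read by polarization; 0% = receptor in buffer alone and 100% = receptor with positive control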
MBD2 DNA inh: inhibitors of MBD2 binding to methylated DNA, primary screen, biochemical, TR-FRET, DNA-binding domain, human. MBD2 binding to methylated oligonucleotide. inhibition, % at 4.4 µM. 0.31% of 370,000 active. AID 686964, 2013; in the data active = inhibition above about 13%
SIAE primary: human SIAE inhibitors, primary screen, biochemical, fluorescence polarization, FP-Rh probe, 1536-well HTS; Sialate O-acetylesterase (Homo sapiens), Q9HAT2; SIAE FP-Rh probe binding; inhibition, % at 9.66 µM; 0.69% of 370,000 active; AID 1053197, 2014;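 active = inhibition above a cutoff: mean of compounds within the control limits plus 3 SD of those, cut at about 17% in these data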;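 also: 0% = plate median of compound wells and 100% = probe without SIAE protein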
Target sequence (Q9HAT2 whole entry, looked up): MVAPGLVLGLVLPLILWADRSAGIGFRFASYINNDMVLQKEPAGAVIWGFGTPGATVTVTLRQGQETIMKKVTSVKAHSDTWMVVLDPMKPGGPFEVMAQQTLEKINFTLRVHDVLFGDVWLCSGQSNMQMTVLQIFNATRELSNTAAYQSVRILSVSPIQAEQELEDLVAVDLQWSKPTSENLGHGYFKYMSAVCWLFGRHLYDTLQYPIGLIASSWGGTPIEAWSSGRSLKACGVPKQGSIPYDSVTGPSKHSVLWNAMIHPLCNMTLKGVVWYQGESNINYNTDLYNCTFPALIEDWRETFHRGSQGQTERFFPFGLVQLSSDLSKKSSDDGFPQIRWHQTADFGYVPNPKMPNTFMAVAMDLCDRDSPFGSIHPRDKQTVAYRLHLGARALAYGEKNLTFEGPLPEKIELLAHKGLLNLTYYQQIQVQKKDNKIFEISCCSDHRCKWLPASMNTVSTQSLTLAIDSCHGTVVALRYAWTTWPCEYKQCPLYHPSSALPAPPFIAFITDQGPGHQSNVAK
PRMT1 inh: PRMT1 methyltransferase inhibitors, primary screen, biochemical, fluorescence polarization; Protein arginine N-methyltransferase 1 (Homo sapiens), Q99873; recombinant PRMT1, activity-based probe fluorescence polarization; inhibition, % at 2.79 µM; 1.3% of 370,000 active;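 active = inhibition above about 21% made by adding two undisclosed values, limit read from the data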
TDP2 inh: human TDP2 enzyme inhibitors, primary screen, biochemical, epi absorbance, recombinant enzyme; Tyrosyl-DNA phosphodiesterase 2 (Homo sapiens), O95551; T5PNP hydrolysis, p-nitrophenol absorbance 415 nm; inhibition, % at 12.8 µM; 0.34% of 370,000 active;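 active = inhibition above the mean of all tested compounds plus 3 SD, set per campaign, cut at about 25% in these data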;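 also: 0% = DMSO with enzyme and 100% = buffer with substrate but no TDP2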
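System – recombinant human TDP2 · Amount – 120 nM TDP2 per well · Buffer or medium – Mg2+-containing Tris-HCl buffer, pH 7.5 · Reagent – T5PNP substrate, 5 mM · Dosing – 12.8 µM single point, 1% DMSO · Incubation – 2 h at 37 °C · Measured by – epi absorbance · Read-out basis – percent inhibition · Benchmarks – high control without enzyme, low control DMSO plus TDP2 · Repeats – singlicate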
The depositor's hits bear a star; / = not tested or not shown.

SMILES | mABHD4 FP | GC-B act | HTRA1 inhibitor | rCAG RNA binder | LEDGF integ inh | TCR CD3 inh | MBD2 DNA inh | SIAE primary | PRMT1 inh | TDP2 inh
COC(=O)c1c(NC(=O)c2ccco2)sc2c1CCN(C(C)C)C2 | 0.5 | -7.2 | -4.7 | -9.8 | 1.0 | 1.8 | 10.4 | -4.8 | -1.4 | -17.5
COCC(C)Nc1ccc(S(=O)(=O)N2CCCC2)cc1[N+](=O)[O-] (centres undefined) | -0.8 | 1.2 | 1.9 | -1.0 | -1.7 | 3.6 | -6.5 | -0.1 | -2.3 | 4.8
CC1CCC(N(C(=O)c2csnn2)C(C(=O)NC(C)(C)C)c2cccnc2)CC1 (centres undefined) | 0.6 | 1.1 | 9.2 | -8.3 | 4.6 | -10.0 | -2.0 | 3.1 | -4.4 | 8.3
CCOC(=O)C1CCN(C(=O)COc2ccc(S(=O)(=O)NC(C)C)cc2)CC1 | 3.8 | 1.4 | 5.2 | -3.8 | 2.4 | 6.9 | 0.8 | -0.2 | -0.6 | -5.0
Cc1c(C(=O)NCC2COc3ccccc3O2)oc2ccc(S(=O)(=O)N(C)C3CCCCC3)cc12 (centres undefined) | 1.1 | 0.1 | -3.1 | 0.0 | 0.2 | 1.1 | 1.7 | -22.5 | -1.6 | 4.1
CS(=O)(=O)N(CC(=O)N1CCCCCC1)Cc1ccc(Cl)cc1 | -2.8 | -3.7 | -7.4 | -3.9 | 1.6 | 7.1 | 0.1 | -11.6 | -2.8 | -33.5
N#Cc1nc(COc2ccccc2Cl)oc1N1CCCC1 | 2.8 | -0.3 | -2.6 | -3.6 | 18.6* | 1.0 | 6.9 | -0.5 | 5.7 | 3.5
COc1cccc2cc(CC(=O)c3ccc(C)cc3C)c(=O)oc12 | 1.9 | -6.6 | -2.1 | 5.0 | -3.5 | -5.8 | 1.6 | -4.4 | 0.3 | -1.1
Cc1cc(C)cc(OCC(=O)NNC(=O)c2cc(C)[nH]n2)c1 | -1.7 | -2.6 | -2.3 | -0.1 | 0.1 | -1.5 | -9.0 | 3.3 | -1.4 | 6.9
COc1ccccc1Cn1nnc2c(=O)[nH]c(C3CCN(C(=O)c4ccc(C)cc4)CC3)nc21 | 2.8 | 10.4 | -7.2 | 5.4 | 4.0 | -8.2 | -3.1 | -2.0 | -1.4 | 5.2
CC(C)N=C(N)N=C(N)Nc1ccc(Cl)cc1 | 2.5 | -0.4 | 6.4 | 9.3 | -1.0 | 7.5 | 1.6 | -5.5 | -5.6 | 8.2
O=S(=O)(Nc1cccc(-c2ccc3nncn3n2)c1)c1ccccc1F | 5.9 | -3.9 | 2.3 | 4.4 | -0.8 | -2.9 | 1.7 | -10.3 | 3.6 | 5.5
COC(=O)Cn1nnc2c(cnn2-c2ccccc2)c1=O | -0.8 | -6.4 | -3.8 | -1.8 | 1.6 | -0.2 | -3.6 | 1.2 | 4.8 | 0.0
COc1ccc(NC(=O)CSc2nnc(Cc3cccn3C)n2-c2ccc(C)cc2)cc1OC | 6.1 | 3.5 | -5.0 | 4.7 | -3.1 | 3.4 | 1.0 | 3.9 | 2.1 | -1.7
CCC(C)(C)NC(=O)CN(C(=O)C(=O)Nc1ccc2c(c1)OCCO2)N1CCOCC1 | 10.3 | 6.8 | -1.0 | 1.1 | -5.5 | -8.7 | -2.3 | -0.3 | 4.1 | -17.6
Cc1nc2sc(C(=O)OCC(=O)N3c4ccccc4CC3C)c(C)c2c(=O)[nH]1 (centres undefined) | 1.6 | 0.6 | 3.6 | 2.3 | -0.1 | -2.6 | -4.6 | -4.4 | -0.3 | 6.4
O=C(CCN1CCOCC1)NCc1ccccc1 | 5.4 | -1.1 | 12.2 | -2.2 | -2.2 | -1.6 | 0.1 | -1.4 | 2.0 | -0.2
Cc1ccc(SCCC(=O)Nc2ccc(Br)c(C)c2)cc1 | -36.3 | -4.2 | -52.5 | 2.9 | 1.0 | 4.4 | 1.9 | -16.2 | 2.1 | -10.1
Cc1onc(-c2ccccc2Cl)c1C(=O)OCC(=O)N1CCC(C)CC1 | -2.1 | -3.4 | -3.2 | -2.4 | 2.4 | -2.5 | 2.8 | 2.3 | -1.3 | -0.6
COc1ccc(CC(=O)NCc2nnc(SCC(=O)Nc3ccccc3)n2C)cc1 | 0.9 | 2.1 | 2.4 | 0.5 | 3.7 | 6.5 | 3.6 | 8.2 | -1.5 | -1.8
Cc1cccn2c(=O)c3cc(C(=O)N4COCC4(C)C)n(C)c3nc12 | 2.3 | 2.6 | 14.7 | -1.0 | 1.1 | 9.8 | -7.7 | 12.7 | -3.8 | 10.3
O=C(Nc1ccc(NC(=O)C2CCCCC2)cn1)c1ccco1 | -7.2 | 5.7 | 1.3 | -2.0 | -0.6 | -2.2 | -2.7 | -3.9 | -1.5 | -19.5
O=C(COC(=O)c1ccc(Cl)cc1[N+](=O)[O-])NC(=O)c1ccccc1 | -5.7 | 2.8 | 0.6 | -0.6 | 0.0 | 0.2 | 2.8 | 8.4 | -1.5 | 7.4
CCOc1ccc(C(=O)NCC(=O)N2CCc3ccccc3C2)cc1OCC | 1.2 | -4.8 | 4.4 | -5.4 | 4.7 | 3.6 | -5.7 | -2.6 | -2.2 | -1.2
Cc1ccccc1CN1CCN(C(=O)[C@H]2O[C@@H](n3cnc4c(N)ncnc43)[C@H](O)[C@@H]2O)CC1 | -2.8 | 0.6 | / | 3.7 | -2.4 | 1.2 | -0.2 | 4.5 | -0.4 | -8.8
CCN(C1CCS(=O)(=O)C1)S(=O)(=O)c1ccc(OC)c(OC)c1 (centres undefined) | 8.0 | -1.8 | -1.0 | 1.0 | -0.3 | 4.2 | -4.5 | -5.5 | 4.0 | 7.7
COc1ccc(/C=N/NC(=O)OC(C)(C)C)cc1OC | -0.1 | 1.8 | 4.1 | -0.1 | -3.7 | 1.7 | 0.8 | -1.2 | 0.4 | -12.7
CCOc1ccc(S(=O)(=O)NCCC(=O)N2CC(C)CC(C)C2)cc1 (centres undefined) | 0.1 | -6.3 | -0.9 | -7.7 | -2.6 | 5.8 | 1.2 | 1.0 | 1.2 | 5.3
CCNS(=O)(=O)c1ccc2c(c1)n(C)c(=O)n2C | 6.3 | 4.4 | 4.8 | 0.0 | 1.2 | 8.3 | -1.1 | 1.6 | 7.2 | -2.6
CCOc1ccccc1CN1CCN(Cc2cccc3nonc23)CC1CCO (centres undefined) | 1.7 | -0.1 | -7.9 | -8.9 | -1.6 | 8.2 | -4.4 | 15.6 | -3.1 | -4.4
CCS(=O)(=O)N1CCC(c2nc3ccccc3[nH]2)CC1 | 0.4 | 5.3 | -1.6 | -0.1 | -1.9 | -3.7 | 6.3 | 0.7 | 0.5 | -1.4
CCCc1nc2c3ccccc3ccn2c1Cc1cccc(F)c1 | -14.8 | -6.7 | / | 4.3 | 4.2 | -7.3 | 4.3 | -2.8 | -2.3 | -15.9
CN(CC(=O)NC1CC1)S(=O)(=O)c1cc(Cl)ccc1Cl | 2.7 | -1.4 | 1.1 | -1.5 | -4.7 | -7.5 | -0.5 | 0.0 | 0.7 | -0.1
CC(C)CC(=O)Nc1cccc(NC(=O)CC(C)C)n1 | -5.7 | 3.0 | 4.1 | 1.6 | -2.2 | -0.5 | 7.0 | -0.7 | 2.8 | -13.1
COc1cc(N2C(=O)c3ccccc3C2=O)c(Cl)cc1C(=O)OCC(=O)N(C)C | 1.0 | 3.5 | -1.7 | -7.2 | -3.3 | -3.2 | 5.3 | -8.5 | 2.6 | 1.5
COc1ccc2c(CSc3nc4nc(C)cc(C)n4n3)cc(=O)oc2c1 | 0.8 | -1.8 | -9.1 | 13.2 | 0.3 | -7.9 | -2.5 | -5.9 | -2.6 | -16.7
CCn1c(SCCN2CCOCC2)nc2c1c(=O)n(C)c(=O)n2C | -2.8 | 4.5 | -0.8 | -4.2 | -1.2 | -9.6 | 3.3 | -0.9 | 2.0 | -10.5
Cc1ccc(C(OC(=O)c2ccco2)C(=O)NC(C)(C)C)cc1 (centres undefined) | 1.7 | -8.5 | 1.3 | -6.9 | 4.7 | 5.2 | -0.1 | -1.8 | 3.0 | -3.5
Cc1ccc(NS(=O)(=O)Cc2ccccc2)cc1Cl | -2.7 | -1.4 | -15.7 | 1.8 | -0.8 | -1.5 | 4.4 | -2.7 | 1.6 | 10.7
Cc1cccc(CC2S/C(=N/c3cccc(C)n3)NC2=O)c1 (centres undefined) | 1.5 | -4.8 | -1.9 | 5.7 | -2.2 | 3.9 | -3.2 | -6.1 | 2.1 | 11.2
Cc1ccc(C(=O)N2CC(C)CC(C)C2)cc1S(=O)(=O)N1CCCCC1 (centres undefined) | 5.9 | -6.6 | 2.8 | -4.1 | 4.1 | -2.8 | 2.6 | 1.6 | -0.7 | -8.1
CCCCCC(=O)N1C[C@H](O)[C@@H](n2cc(COC(=O)c3ccccc3)nn2)C[C@@H]1c1ccccc1 | -1.2 | -3.6 | -16.0 | 1.9 | 0.8 | 3.7 | -2.0 | -7.8 | 3.0 | 2.0
COc1cc(/C=C(\C#N)c2ccccn2)ccc1OCC(=O)Nc1ccc(Br)cc1 | 1.9 | -5.6 | 3.0 | -2.0 | 4.7 | -1.5 | -0.7 | 2.5 | -0.5 | 5.0
COC(=O)C1(C)NCCc2c1[nH]c1ccccc21 (centres undefined) | 5.7 | -1.4 | -0.6 | -2.5 | -0.4 | 4.4 | -3.8 | 1.0 | -1.3 | -6.1
CCOC(=O)N1CCC(N(CCN(C)C)C(=S)Nc2ccccc2Cl)CC1 | -12.0 | -2.4 | 3.1 | -1.3 | -1.3 | -6.5 | 7.8 | -5.9 | 6.5 | 1.3

As entered above.
Under GC-B act, COc1cc(N2C(=O)c3ccccc3C2=O)c(Cl)cc1C(=O)OCC(=O)N(C)C has 3.5
Under mABHD4 FP, Cc1nc2sc(C(=O)OCC(=O)N3c4ccccc4CC3C)c(C)c2c(=O)[nH]1 (centres undefined) has 1.6
Under HTRA1 inhibitor, COc1cccc2cc(CC(=O)c3ccc(C)cc3C)c(=O)oc12 has -2.1

2 of these compounds, set out differently:
| SMILES | mABHD4 FP | GC-B act | HTRA1 inhibitor | rCAG RNA binder | LEDGF integ inh | TCR CD3 inh | MBD2 DNA inh | SIAE primary | PRMT1 inh | TDP2 inh |
| --- | --- | --- | --- | --- | --- | --- | --- | --- | --- | --- |
| COC(=O)C1(C)NCCc2c1[nH]c1ccccc21 (centres undefined) | 5.7 | -1.4 | -0.6 | -2.5 | -0.4 | 4.4 | -3.8 | 1.0 | -1.3 | -6.1 |
| Cc1ccc(C(=O)N2CC(C)CC(C)C2)cc1S(=O)(=O)N1CCCCC1 (centres undefined) | 5.9 | -6.6 | 2.8 | -4.1 | 4.1 | -2.8 | 2.6 | 1.6 | -0.7 | -8.1 |

This is a subset; count on the stated rates, not on these rows.
